CTSL1 counter – blocks F. hepatica cathepsin L1 in PFM18AAP counter-screen. actives 0.49% (n = 300,000). recombinant F. hepatica cathepsin L1, Z-Leu-Arg-MCA fluorescence. inhibition, % at 5.96 µM;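 active means inhibition above the mean of all tested compounds plus 3 SD, set per screening campaign, cut at about 17% in these data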;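 further: 0% = plate median of test compound wells and 100% = 1 µM Z-Phe-Ala-diazomethylketone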
core dimer inh – HCV core protein dimerization inhibition; actives 0.33% (n = 300,000); inhibition, % at 5 µM; AID 1899; TR-FRET GST/Flag-core106 dimerization, 1536-well;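 active means inhibition above the mean of all tested compounds plus 3 SD, set per screening campaign, cut at about 45% in these data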
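System: GST-tagged and Flag-tagged HCV core protein residues 1-106 / Input: core106 proteins, GST 13.5 nM and Flag 17 nM / Buffer or medium: KF-containing HEPES buffer, pH 7.45, DTT, CHAPS, BSA / Probe or stimulus: Eu-anti-GST and XL665-anti-Flag labelled anti-tag antibodies / Schedule: 4 h, 22.5 °C incubation / Technique: TR-FRET 671 and 617 nm emission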
GASC-1 inh – human JMJD2C demethylase inhibition; GST-JMJD2C(1-420) H3K9me3 demethylation, DELFIA europium; inhibition, % at 2.35 µM; actives 0.069% (n = 330,000); AID 2099;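 active means more than half of a compound's replicate wells show inhibition beyond 50%, single wells judged on their own value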;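 further: signal counts dimethyl H3K9 product captured on neutravidin plate; 0% = median of DMSO wells and 100% = 0.3 times that DMSO median; strong numbers were not always called active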
Target sequence (Q9H3R0 1-420 limits assumed): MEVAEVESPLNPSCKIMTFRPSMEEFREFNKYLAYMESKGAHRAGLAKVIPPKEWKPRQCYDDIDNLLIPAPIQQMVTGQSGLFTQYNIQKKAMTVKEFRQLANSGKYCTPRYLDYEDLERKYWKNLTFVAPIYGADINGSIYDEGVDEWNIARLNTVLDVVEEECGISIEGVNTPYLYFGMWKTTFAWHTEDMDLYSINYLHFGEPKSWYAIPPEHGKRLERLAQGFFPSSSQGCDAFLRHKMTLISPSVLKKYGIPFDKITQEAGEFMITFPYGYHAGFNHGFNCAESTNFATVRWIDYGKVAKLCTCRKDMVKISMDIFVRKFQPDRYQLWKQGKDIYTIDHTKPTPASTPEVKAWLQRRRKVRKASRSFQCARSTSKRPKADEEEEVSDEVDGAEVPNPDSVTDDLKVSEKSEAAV
Yeast superoxide – lowers age-related superoxide in aged yeast cells; S. cerevisiae aged cells, superoxide DHE fluorescence; active compounds read low; superoxide response (% of plate mean), % at 10 µM; actives 0.18% (n = 330,000); AID 2690;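 active means superoxide response under a set limit, about three screen SD below normal, cut at about 65% in these data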;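 further: yeast aged for seven days with compound at 30 °C before DHE staining; 100% = average MFI of all compound-treated wells on the plate with controls excluded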
EBNA-1 inhibitor – blocks EBNA-1 binding to DNA. EBNA-1 DNA binding, fluorescence polarization. inhibition, % at 14.8 µM. actives 0.34% (n = 300,000). AID 1950; in the data active means inhibition above about 28%
ZTA counter – blocks Epstein-Barr virus ZTA, an EBNA-1 counter-screen. ZTA-DNA binding, fluorescence polarization. inhibition, % at 11 µM. actives 0.15% (n = 320,000). AID 2234; in the data active means inhibition above about 33%
PP1 counter – counter-screen for PP5 inhibitors: inhibitors of human PP1-alpha | inhibition, % at 6.7 µM | actives 0.9% (n = 320,000) | purified PP1alpha, OMFP fluorescence | AID 2235;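 active means inhibition above the mean inhibition of all tested compounds plus 3 SD, computed separately for each screening campaign, cut at about 15% in these data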
PP5 inh – PP5 (human) phosphatase inhibition; purified PP5c, OMFP substrate fluorescence; actives 0.18% (n = 320,000); AID 1987; inhibition, % at 6.7 µM; P53041;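 active means inhibition above the campaign's mean inhibition across all tested compounds plus 3 SD, cut at about 9.5% in these data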;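 further: 0% = DMSO only and 100% = 100 µM cantharidin control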
Target sequence (P53041 whole entry, looked up): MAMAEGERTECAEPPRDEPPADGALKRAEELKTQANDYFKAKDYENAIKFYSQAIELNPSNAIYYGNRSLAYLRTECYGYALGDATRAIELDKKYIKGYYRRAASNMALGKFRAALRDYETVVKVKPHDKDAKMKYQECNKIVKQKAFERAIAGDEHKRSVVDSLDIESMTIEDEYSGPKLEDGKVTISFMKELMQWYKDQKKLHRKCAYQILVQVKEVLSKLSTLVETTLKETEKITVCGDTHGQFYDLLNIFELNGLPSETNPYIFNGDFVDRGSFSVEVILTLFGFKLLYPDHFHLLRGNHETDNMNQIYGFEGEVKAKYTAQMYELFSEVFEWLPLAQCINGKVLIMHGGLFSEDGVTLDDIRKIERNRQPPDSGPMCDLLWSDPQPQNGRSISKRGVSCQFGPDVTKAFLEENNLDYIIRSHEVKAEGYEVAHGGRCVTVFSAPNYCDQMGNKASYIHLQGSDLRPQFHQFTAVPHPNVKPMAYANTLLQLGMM
TPT1 inh – inhibitors of Candida albicans tRNA 2'-phosphotransferase TPT1; recombinant caTPT1, FP RNA substrate dephosphorylation; inhibition, % at 5 µM; actives 0.81% (n = 300,000); AID 1962;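 active means inhibition above the mean of all tested compounds plus 3 SD, set per screening campaign, cut at about 24% in these data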;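 further: plate controls were DMSO alone for no effect and ferristatin control at 100 nM for full effect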
* marks the source's active call; other numbers are inactive results; i = inactive; nt = not tested or not shown; & = joins results of further samples. Outcome played no part in choosing rows (roughly 3.1% active in at least one column).

SMILES	CTSL1 counter	core dimer inh	GASC-1 inh	Yeast superoxide	EBNA-1 inhibitor	ZTA counter	PP1 counter	PP5 inh	TPT1 inh
CC(=O)NCCOc1nc(N(C)C)nc(N(C)C)n1	-6	2	-17	130	-3	-7	-11	2.7	0
Cc1ccc(S(=O)(=O)N2CCN(C(=O)COC(=O)c3cccnc3Cl)CC2)c(C)c1	nt	nt	-13	134	nt	5	-1	1.4	nt
CCc1nn2c(=O)cc(COC(=O)c3ccc(SC)cc3OC)nc2s1	nt	nt	-6	103	nt	2	0	-0.5	nt
O=C(c1ncn(Cc2ccccc2)c1C(=O)N1CCc2ccccc2C1)N1CCc2ccccc2C1	nt	nt	22	102	nt	9	1	2.6	nt
Cc1ccc(Nc2ccc(-n3ccnc3)nn2)cc1C	-3	0	-8	111	-1	-1	7	0.5	1
CN(Cc1nccn1C)C(=O)CCc1nnc(CCC2CCCCC2)o1	-4	6	9	97	11	11	-3	2.1	0
COc1cccc(CNC(=O)CN2C(=O)CSc3ccc(S(=O)(=O)N4CCCCC4)cc32)c1	5	2	-5	89	-18	-4	4	2.7	2
COC/C=C/C1=CC2=CC(=O)C(C)(OC(=O)c3cnc4ccccc4n3)C(=O)C2=CN1CCc1c[nH]c2ccccc12 (configuration not stated)	9	25	11	95	-8	-2	17*	2.5	-1
COc1ccc(OC)c(-c2nn(-c3ccccc3)cc2C(=O)NCC2CCCO2)c1 (configuration not stated)	-2	3	-2	104	-3	5	0	2.1	2
CCN1/C(=C/C=C/c2oc3ccc4ccccc4c3[n+]2CC)Oc2ccc3ccccc3c21	0	35	-26	196	29*	29	49*	-0.7	15

4 compounds out of the list above, arranged by their value in PP5 inh, lowest first.
Compound | PP5 inh
Cc1ccc(S(=O)(=O)N2CCN(C(=O)COC(=O)c3cccnc3Cl)CC2)c(C)c1 | 1.4
COC/C=C/C1=CC2=CC(=O)C(C)(OC(=O)c3cnc4ccccc4n3)C(=O)C2=CN1CCc1c[nH]c2ccccc12 (configuration not stated) | 2.5
O=C(c1ncn(Cc2ccccc2)c1C(=O)N1CCc2ccccc2C1)N1CCc2ccccc2C1 | 2.6
CC(=O)NCCOc1nc(N(C)C)nc(N(C)C)n1 | 2.7

The listing continues.
SMILES	CTSL1 counter	core dimer inh	GASC-1 inh	Yeast superoxide	EBNA-1 inhibitor	ZTA counter	PP1 counter	PP5 inh	TPT1 inh
Cc1ccccc1NCC(=O)N/N=C\c1ccc([N+](=O)[O-])s1	8	-3	23	137	14	16	0	0.2	3
CCN(CC)C(=O)CN(c1cc(Cl)ccc1OC)S(C)(=O)=O	-2	-1	25	107	-1	7	-1	0.1	-1
Cc1cc2ccccc2n2c(SCC(=O)Nc3ccc(S(=O)(=O)N4CCCCC4)cc3)nnc12	1	3	100	105	-8	-8	0	0.6	-5
Cc1[nH]c(=O)[nH]c(=O)c1S(=O)(=O)N1CCCC(C(=O)NCc2ccccc2Cl)C1 (configuration not stated)	-2	1	6	99	0	5	-1	-3.9	3
CCOc1ccc(-n2c(=S)sc3c(=O)n(-c4ccc(F)cc4)c(SCC(=O)O)nc32)cc1	3	9	-3	99	2	8	2	3.2	0
CCn1cc(/C=C/C(=O)NCc2c(C)nn(C)c2C)cn1	-4	-1	7	93	-8	-9	-4	0.1	-2
Cc1cc(C2(c3ccc(O)c(C)c3)C(=O)N(C)c3ccc(Br)cc32)ccc1O	-6	-2	1	110	15	11	1	5.3	-1
CSc1ccc(C2CC(=O)Nc3c2c(=O)n(C)c(=O)n3C)cc1 (configuration not stated)	0	-4	21	111	3	8	-5	1.3	-4
O=C(Cn1nc(Cc2cccnc2)c2ccccc2c1=O)Nc1ccc2c(c1)OCO2	3	-2	35	103	7	10	-7	-1.0	-1
CC(C)(C)NC(=O)c1nn(Cc2ccccc2)c(=O)c2ccccc12	-1	-1	-5	92	6	14	0	-1.0	0
C#CCN(N(C)c1ncc(C(F)(F)F)cc1Cl)S(=O)(=O)c1ccc2ccccc2c1	3	3	-1	98	10	-6	-1	2.0	-3
CCOc1ccc(C(=O)N(Cc2ccc(OC)cc2)Cc2cc3cc(OC)ccc3[nH]c2=O)cc1	5	11	5	116	-10	1	-3	1.1	3
O=C(COc1ccc(F)cc1)NNC(=O)c1cc2ccccc2oc1=O	-3	-6	nt	98	-14	-11	1	-4.0	-5
Cc1ccccc1C(=O)Nc1ccccc1C(=O)NCc1ccccc1	1	2	-3	98	0	-9	3	3.7	2
CSc1ccccc1NC(=O)CN(C)CC(=O)Nc1ccccc1C(F)(F)F	-2	-2	1	92	7	3	-3	-0.1	3
CCOC(=O)Cc1nnc(NC(=O)CSc2nnc3c4ccccc4n(C)c3n2)s1	0	12	-2	i	-7	-15	5	2.2	3
COc1ccc(C2=NCCNC(C(F)(F)F)=C2)cc1	1	-13	-1	116	-8	4	0	-2.8	-1
CCCCC1=C([O-])C2N=CC=CC2=[N+](c2ccccn2)C1=O (configuration not stated)	0	-5	2	78	7	1	-2	-3.5	-2
COc1ccc(/C=N/NC(=O)Cc2ccc(Cl)cc2)cc1OC	0	-10	10	102	6	14	1	3.7	-4
CC(OC(=O)c1ccccc1NS(=O)(=O)c1cccc(N)c1)C(=O)N(C)Cc1ccccc1 (configuration not stated)	1	0	7	100	-5	-4	3	4.9	1
Cc1cccc(NC(=O)C2CCCN2C(=O)OCc2ccccc2)c1 (configuration not stated)	nt	nt	7	120	nt	1	-3	-0.4	nt
Cc1cc(C)cc(NS(=O)(=O)c2ccc(Oc3ncc(C(F)(F)F)cc3Cl)cc2)c1	4	10	5	96	0	3	3	3.9	2
COc1ccccc1N(C(=O)c1snc(C(N)=O)c1N)C(C(=O)NCCC(C)C)c1ccco1 (configuration not stated)	1	5	-5&-2	96	12	-1	-2	-0.1	-1
COc1cc(/C=C2\SC(=N)N(c3ccc4c(c3)OCO4)C2=O)cc(OC)c1O	8	-14	4	114	1	1	10	-2.7	11
COc1ccc(-c2c[n+]3c(n2-c2ccccc2)SCC3)cc1OC	1	1	4	94	-14	0	-1	1.1	3
COc1ccc(CC(=O)N2CCN(c3ccc(C4=NNC(=O)CC4C)cc3)CC2)cc1 (configuration not stated)	-5	-5	8	101	1	-22	-1	0.4	-3
O=C(NCc1ccc2c(c1)OCO2)C1CC(=O)N(CCc2ccc(Cl)cc2)C1 (configuration not stated)	1	3	3	97	7	6	0	-0.6	1
Cc1c(-c2ccc(OCc3ccccc3)cc2)nc2ccccc2c1C(=O)O	-7	12	-15	98	10	11	-1	2.5	-2
CCOC(=O)c1csc(-c2ccc(OC)c(OC)c2)n1	1	-5	-26	101	8	9	0	0.7	1
Cc1ccc(N2C(=O)CSCC2=O)cc1	-3	1	13	105	5	8	-2	0.5	1
CN(C1CC(C)(C)NC(C)(C)C1)S(=O)(=O)CC12CCC(CC1=O)C2(C)C (configuration not stated)	-1	-3	3	98	-1	-14	3	-0.2	-8
CCOc1ccc(NC(=O)N2CCC(NC(=O)C(Cc3ccc(OC)c(OC)c3)NC(C)=O)CC2)cc1 (configuration not stated)	3	-3	-5	98	5	-6	-3	1.1	-6
COc1cccc(NC(=S)N(CCCN2CCCC2)Cc2ccco2)c1	-1	-2	37	97	-10	2	-1	-1.2	-1
CCOC(=O)N1CCN(C(=O)CSc2ccc(-c3ccncc3)nn2)CC1	-6	-23	-35	101	4	1	-7	-0.4	0
CC(=O)Nc1nc(-c2ccc3c(c2)CCO3)cs1	2	6	-1	111	10	5	1	-0.2	-2
CN(C)CCOC1c2ccccc2C=Cc2ccccc21	-2	-4	4	108	-1	-11	1	-1.7	-4
COCC(=O)NCCc1nc(-c2ccccc2)cs1	-3	-4	-4	98	0	-19	-2	0.7	4
CCOc1ccc(/C=N/NC(=O)c2c(-c3ccccc3)noc2C)cc1	-2	3	4	91	0	4	8	4.8	0
CCOC(=O)c1ccc(N2CCOCC2)c(NC(=O)COCC(=O)O)c1	-1	1	-1	109	3	-4	8	1.1	1
CCN(CC1COc2ccccc2O1)C(=S)NC1CC2CCC1C2 (configuration not stated)	1	1	-16	87	-7	6	-1	-0.1	6
COC(=O)c1[nH]c2c(c1C)C(=O)CC(c1ccc(OC)cc1)C2 (configuration not stated)	1	6	3	92	-3	8	0	2.0	-3
CCCCCC(C(=O)O)C(C)CC(=O)NC1CCCCC1 (configuration not stated)	-1	0	-10	109	0	-13	-1	-0.1	-1
CCOC(=O)c1c(N2C(=O)Nc3ccccc3N2O)sc2c1CCCCC2	-2	16	-5	111	4	-3	-2	2.0	-1
COc1cccc(N(CC(=O)Nc2cccnc2)S(C)(=O)=O)c1	-7	1	-11	101	-4	3	0	-0.3	-5
Cc1nn(CC2CC2)c(=O)n1-c1ccc(F)cc1	-2	-2	3	96	4	10	-3	-0.1	3
COc1ccc(NC(=O)N2CCCCCC2)cc1	-4	-3	15	93	-6	-10	-4	0.6	0
Cc1cccc(C(=O)NNC(=O)CN2C(=O)c3ccccc3C2=O)c1	1	-2	-2	105	3	11	-5	-1.6	-1
O=C(O)c1cccc(S(=O)(=O)N(Cc2ccccc2)c2ccc(Cl)cc2)c1	3	13	-25	112	-20	-5	-2	-4.2	1
COc1ccc(N(CC(=O)NCc2cccc(OC)c2)S(=O)(=O)c2c(C)noc2C)cc1	-1	1	12	106	9	10	-1	0.9	-2
NC(=O)C1CCN(C(=O)CN2C(=O)c3ccccc3S2(=O)=O)CC1	2	-1	-7	104	-5	-9	-5	-0.1	0

Next part.
SMILES	CTSL1 counter	core dimer inh	GASC-1 inh	Yeast superoxide	EBNA-1 inhibitor	ZTA counter	PP1 counter	PP5 inh	TPT1 inh
CSc1ccc(/C=C/C(=O)OCC(=O)N(C)CCC#N)cc1	-16	-1	18	115	-12	-8	3	-1.7	-2
COC(=O)c1c(O)cc(=O)n2c1CCCCC2	-2	2	10	94	3	4	-4	0.4	-3
Cn1cnc(C(=O)N2CCN(c3ccccc3)CC2)c1C(=O)N1CCN(c2ccccc2)CC1	nt	nt	-2	97	nt	-3	1	3.5	nt
c1ccc(N2CCOCCOCCOCCOCCOCC2)cc1	2	0	-4	87	4	0	-3	-0.8	-1
CSc1ncccc1C(=O)N1CCN(S(=O)(=O)c2ccc3ccccc3c2)CC1	nt	nt	-1	93	nt	10	-1	2.9	nt
Cc1nnc(NC(=O)c2sc3ccccc3c2Cl)s1	1	13	5	i	1	5	-4	2.8	0
Cc1cccc(-n2c(-c3ccncc3)n[nH]c2=S)c1C	0	49*	19	103	2	7	19*	-0.5	-4
COc1ccc(-c2nc(CS(=O)CC(=O)NCc3ccc(F)cc3)c(C)o2)cc1 (configuration not stated)	-2	5	-19	78	0	2	0	3.6	2
O=C(COC(=O)C1CC2C=CC1C2)Nc1ccccc1F (configuration not stated)	-14	-4	-1	95	6	9	-4	-1.0	1
CCc1ccc(OCc2nnc(NC(=O)c3cccs3)s2)cc1	1	16	-6	109	3	1	-1	2.0	-4
Cc1nc(NS(=O)(=O)c2ccccc2C)c2c3c(sc2n1)CCC3	-2	7	-3	97	0	-4	1	7.8	1
Oc1ccccc1/C=N/Nc1ccnc(SCc2ccccc2)n1	3	-2	-9	105	-8	7	8	2.2	6
CCCCn1c(N)c(N(CCOC)C(=O)COC(=O)CCOc2ccccc2C)c(=O)[nH]c1=O	-4	-12	-4	80	-1	2	-3	3.0	-1
COc1ccc(OC)c(C(c2nnnn2CC2CCCO2)N2CCN(C)CC2)c1 (configuration not stated)	-3	-5	11	102	-11	-22	-4	2.8	-5
Cc1cccc(NS(=O)(=O)c2ccc(C)c(C(N)=O)c2)c1	-3	-4	1	98	5	-15	-2	-1.0	-4

Screens as filed in PubChem BioAssay.
